Screening results as filed in PubChem BioAssay.
UHRF1 MBD2 ctr = blocks human UHRF1 binding to methylated DNA; Q96T88; UHRF1 binding to methylated oligo, TR-FRET; inhibition, % at 4.4 µM; 370,000 compounds, 0.75% hits; AID 687016; in the data active = inhibition above about 21%;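 also: UHRF1 SRA domain binding a hemimethylated CpG hairpin DNA probe; 0% = median of test compound wells and 100% = reference inhibitor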
Target sequence (Q96T88 whole entry, looked up, the tested form may be a part): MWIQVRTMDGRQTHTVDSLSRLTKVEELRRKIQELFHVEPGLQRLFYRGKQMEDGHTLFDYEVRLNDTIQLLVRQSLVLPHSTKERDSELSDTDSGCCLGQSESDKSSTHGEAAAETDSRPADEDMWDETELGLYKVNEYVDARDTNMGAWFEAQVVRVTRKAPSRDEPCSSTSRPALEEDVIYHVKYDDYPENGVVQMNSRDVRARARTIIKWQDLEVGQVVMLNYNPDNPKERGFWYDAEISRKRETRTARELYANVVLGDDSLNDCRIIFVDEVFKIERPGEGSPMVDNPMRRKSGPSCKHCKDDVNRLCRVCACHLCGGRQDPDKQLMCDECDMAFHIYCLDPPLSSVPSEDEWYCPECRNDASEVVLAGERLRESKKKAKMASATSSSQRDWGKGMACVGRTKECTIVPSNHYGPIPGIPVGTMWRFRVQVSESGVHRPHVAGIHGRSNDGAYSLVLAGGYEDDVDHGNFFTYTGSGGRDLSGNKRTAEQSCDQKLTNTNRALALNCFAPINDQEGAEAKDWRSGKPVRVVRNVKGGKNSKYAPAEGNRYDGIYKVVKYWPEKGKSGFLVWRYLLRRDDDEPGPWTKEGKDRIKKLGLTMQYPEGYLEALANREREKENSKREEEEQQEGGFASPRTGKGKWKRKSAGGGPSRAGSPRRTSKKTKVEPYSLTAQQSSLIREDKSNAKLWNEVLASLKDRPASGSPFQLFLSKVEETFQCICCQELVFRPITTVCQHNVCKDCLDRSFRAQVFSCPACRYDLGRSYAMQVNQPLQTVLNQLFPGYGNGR
HTRA1 inhibitor = inhibitors of human serine peptidase HTRA1; Q92743; recombinant HTRA1, FP-rhodamine activity-based probe, fluorescence polarization; inhibition, % at 5.96 µM; 340,000 compounds, 0.5% hits; AID 504803; in the data active = inhibition above about 36%;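 also: 0% = enzyme with DMSO and 100% = wells lacking enzyme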
TDP2 absorb = TDP2 (human) inhibition, absorbance primary screen | 370,000 compounds, 0.34% hits | recombinant TDP2, T5PNP hydrolysis, p-nitrophenol absorbance 415 nm | inhibition, % at 12.8 µM;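 active = inhibition above the mean of all tested compounds plus 3 SD, set per campaign, cut at about 25% in these data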;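 also: 0% = DMSO with enzyme and 100% = buffer with substrate but no TDP2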
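Test system: Human TDP2 enzyme | Reagent: 5 mM T5PNP | Compound dosing: 12.8 µM single point, 1% DMSO | Incubation: Enzyme reaction with compound for 2 h at 37 °C | Technique: p-Nitrophenol epi absorbance | Read-out: % inhibition relative to enzyme-containing and enzyme-free wells | Benchmarks: High control without enzyme, low control DMSO plus TDP2 | Replicates: Singlicate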
LEDGF integ inh = blocks HIV-1 LEDGF/p75-dependent DNA integration. TR-FRET IN-LEDGF/p75 DNA integration, Eu/Cy5. inhibition, % at 3.7 µM. 370,000 compounds, 0.64% hits;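 active = inhibition above the screen-wide mean plus 3 SD, cut at about 13% in these data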;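 also: signal is the Cy5 over europium emission ratio at 671 and 618 nm; 0% = plate median of compound wells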
PG9 binder = binds the HIV-1 gp120 antibody PG9 | inhibition, % at 6.7 µM | 360,000 compounds, 0.43% hits | AID 624416 | TR-FRET gp120-PG9 antibody binding; in the data active = inhibition above about 8.5%
ABHD4 inh = inhibits mouse alpha/beta hydrolase domain 4. 370,000 compounds, 0.54% hits. inhibition, % at 8.92 µM. purified mABHD4, FP-Rh probe fluorescence polarization. Q8VD66;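 active = inhibition exceeding the mean over every tested compound plus 3 SD, cut at about 30% in these data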;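 also: 0% = plate median of compound wells and 100% = S159A mutant with DMSO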
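Test system: mABHD4 protein; Read-out basis: % inhibition; Incubation: 45 min + 60 min at 25 °C; Repeats: single replicate; Technique: fluorescence polarization with parallel and perpendicular emission, 525/598 nm; Compound: 8.92 µM, single dose; Benchmarks: full inhibition S159A mutant plus DMSO, zero as sample-well median.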
DDE Tn7 FP inh = DD(E)-Tn7 binding inhibition, primary FP screen. FP displacement of FITC-Tn7 peptide from fibrin DD(E); 0% = median of compound wells per plate. inhibition, % at 8.3 µM. 370,000 compounds, 0.13% hits;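 active = inhibition above the mean of compounds falling within the control limits plus 3 SD of them, cut at about 14% in these data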;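 also: 0% = plate median of compound wells and 100% = 10 µM Aha-Tn7 peptide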
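Assay system: human fibrin DD(E). Input: DD(E) 2 µM final. Medium: Tris buffer with calcium and detergent, pH 7.8. Compound dosing: single point at 8.3 µM. Timing: 10 min plus 3 h, room temperature. Technique: fluorescence polarization of the labelled Tn7 tracer. Read-out: percent inhibition. Replicates: singlicate testing.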
PRMT1 inh = PRMT1 (human) inhibition, primary screen; Q99873; recombinant PRMT1, activity-based probe fluorescence polarization; inhibition, % at 2.79 µM; 370,000 compounds, 1.3% hits;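 active = inhibition above about 21% made by adding two undisclosed values, limit read from the data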
TCR-CD3 inh = blocks the human TCR-CD3 interaction; TAMRA-labeled TCR probe fluorescence, biochemical; inhibition, % at 9.4 µM; 360,000 compounds, 0.37% hits; AID 651800; in the data active = inhibition above about 19%;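 also: recombinant mutant TCR 2C K166C tagged with TAMRA read by polarization; 0% = receptor in buffer alone and 100% = receptor with positive control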
SIAE primary = blocks human sialic acid acetylesterase; SIAE FP-Rh probe binding, fluorescence polarization; inhibition, % at 9.66 µM; 370,000 compounds, 0.69% hits; AID 1053197;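 active = inhibition above a cutoff: mean of compounds within the control limits plus 3 SD of those, cut at about 17% in these data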;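 also: 0% = plate median of compound wells and 100% = probe without SIAE protein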
Numbers without * were called inactive; . = not tested or not shown.

Compound	UHRF1 MBD2 ctr	HTRA1 inhibitor	TDP2 absorb	LEDGF integ inh	PG9 binder	ABHD4 inh	DDE Tn7 FP inh	PRMT1 inh	TCR-CD3 inh	SIAE primary
COc1cccc(C(O)c2ncc(-c3ccccc3OC)[nH]2)c1 (centres undefined)	-2	.	7	7	-0.6	0	-12	-4	4	11
COc1ccc(NC(=O)CSc2nc3ccccc3nc2N2CCCC2)cc1	-1	-20	-8	0	-0.7	0	-2	4	-3	4
O=C(c1cc(=O)[nH]c2ccccc12)N1CCN(c2cccc(C(F)(F)F)c2)CC1	-4	-1	11	-1	-3.1	0	-3	-6	2	0
O=C(Nc1nnc(C2CC2)s1)c1cc(S(=O)(=O)N2CCN(c3ccccc3)CC2)ccc1Cl	-2	-4	6	-3	0.0	-2	2	2	5	3
O=C(O)Cc1cccc2ccccc12	-3	0	-4	4	-0.4	4	-2	-1	5	6
CC1CN(S(=O)(=O)c2cccc(C(=O)OCC(=O)N3CCCCCC3)c2)CC(C)O1 (centres undefined)	2	-2	6	-1	-0.1	1	-2	-3	-1	2
Cc1[nH]nc(Nc2ccccc2)c1[N+](=O)[O-]	0	4	0	0	0.1	-1	2	1	-6	0
COc1ccccc1CN(Cc1cc2cc3c(cc2[nH]c1=O)OCCO3)Cc1nnnn1Cc1ccco1	-8	2	0	5	-1.8	6	0	36*	3	5
CCNC(=O)C1(C)CCCN(Cc2ccc(-c3ccccc3)o2)C1 (centres undefined)	0	.	2	1	-0.3	2	0	-5	1	3
COCCn1nnnc1CN1CCOCC1	5	9	-6	2	-0.8	10	-4	2	0	-2
Cc1cc(C(=O)NC2CCCc3c2cnn3-c2cccc(C)c2C)n(C)n1 (centres undefined)	0	1	-5	2	-2.3	-5	-7	-3	-4	2
c1ccc2c(c1)CC(CN1CCNCC1)O2 (centres undefined)	-1	4	-3	-4	-1.9	-1	2	-1	2	2
CC1CN(C(=O)CCC(=O)N2CCN(c3ccccn3)CC2)c2ccccc2O1 (centres undefined)	1	-1	3	-1	0.9	-3	-2	-1	3	-1
Cc1ccsc1C(=O)OCC(=O)NCc1ccc2c(c1)OCO2	0	7	-4	-1	0.0	-5	2	-1	8	0
O=C(CCN1C(=O)c2cccc3cccc(c23)C1=O)Nc1ccon1	-6	2	9	-2	12*	1	0	0	4	-3
C/C(CC(=O)Nc1c(C)cc(C)cc1C)=N\NC(=O)Cc1ccccc1	1	0	11	1	-0.9	5	1	1	3	5
CC1CCc2sc(C(=O)NCc3ccccn3)cc2C1 (centres undefined)	-4	-2	-1	1	3.6	-3	-2	3	-1	8
O=C(CCC1CCCN(C(=O)c2ccc3[nH]ccc3c2)C1)N1CCN(c2ccccn2)CC1 (centres undefined)	-1	-2	7	1	0.8	-4	-1	-2	4	-2
CC(C)n1c(-c2ccncc2)n[nH]c1=S	0	-5	4	5	1.2	3	-1	-3	0	4
COc1ccc(-c2csc(NC(=O)c3cccc(N4C(=O)CCC4=O)c3)n2)cc1C	0	-1	-1	3	0.3	-7	3	-2	-3	-2
CCCc1c(-c2cccc(Cl)c2)ncn1Cc1cccc(-c2ccccc2)c1	-3	.	-1	-2	2.2	2	-3	15	0	-9
CC(C)/C(C=O)=C(/NC1CCCCC1)c1ccccc1	3	-5	3	0	-1.9	5	5	-3	-1	9
CC(=O)NCCNc1nc(NC(C)C)nc2cc(-c3ccccc3)sc12	-1	.	0	-2	-3.0	1	3	0	-1	-1
COCCCn1c(=O)/c(=C\c2ccc(OC(F)F)c(OC)c2)s/c1=C(/C#N)C(=O)NCCOC	5	0	6	-1	1.7	2	-4	-2	4	1
O=C(NCCCN=C1NS(=O)(=O)c2ccccc21)c1ccncc1	-3	2	14	0	-0.5	-2	5	-4	3	-2
O=C(NCc1ccc(-c2csnn2)cc1)C1CC1	3	.	1	-10	-0.3	0	-1	6	-11	-4
CCN(CC(=O)Nc1ccc2c(c1)OCCO2)CC(=O)Nc1ccc2c(c1)OCO2	1	1	-22	2	-0.5	3	-2	-1	0	-1
COCCn1nc2cc(C(=O)NCC34CC5CC(CC(C5)C3)C4)ccc2c1OC	-5	-6	11	3	-0.3	1	-2	-2	5	6
Cc1nn(C(=O)c2cccc([N+](=O)[O-])c2)c(C)c1Cl	1	3	6	1	0.2	10	-1	5	6	3
CCc1ccc(NC(=O)/C(C#N)=C/c2cn(CC(=O)O)c3ccccc23)cc1	0	-6	0	-2	-1.1	0	-3	1	-7	3

Part of the list above in order of length of the SMILES, falling.
Compound	UHRF1 MBD2 ctr	HTRA1 inhibitor	TDP2 absorb	LEDGF integ inh	PG9 binder	ABHD4 inh	DDE Tn7 FP inh	PRMT1 inh	TCR-CD3 inh	SIAE primary
CC1CN(S(=O)(=O)c2cccc(C(=O)OCC(=O)N3CCCCCC3)c2)CC(C)O1 (centres undefined)	2	-2	6	-1	-0.1	1	-2	-3	-1	2
CCCc1c(-c2cccc(Cl)c2)ncn1Cc1cccc(-c2ccccc2)c1	-3	.	-1	-2	2.2	2	-3	15	0	-9
COc1ccc(NC(=O)CSc2nc3ccccc3nc2N2CCCC2)cc1	-1	-20	-8	0	-0.7	0	-2	4	-3	4

Later entries:
Compound	UHRF1 MBD2 ctr	HTRA1 inhibitor	TDP2 absorb	LEDGF integ inh	PG9 binder	ABHD4 inh	DDE Tn7 FP inh	PRMT1 inh	TCR-CD3 inh	SIAE primary
COc1ccc(NS(=O)(=O)c2ccc3c(c2)OCCO3)cc1OC	3	-2	-4	-1	3.3	-7	-1	7	-8	2
COc1ccccc1N(C)S(=O)(=O)c1ccc(C(=O)NC2CCCCC2)cc1	0	-5	4	0	-2.5	-2	-5	-3	-6	-2
Cc1nc(/C(N)=N/OC(=O)c2c(-c3ccccc3Cl)noc2C)cs1	2	-2	-17	-8	0.2	0	2	6	0	-2
Cc1ccccc1-n1nc2c(c1NC(=O)c1ccco1)CS(=O)(=O)C2	0	2	4	1	1.0	6	7	0	2	0
CC1CCCN(S(=O)(=O)CCNC(=O)c2ccc3c(c2)OCO3)C1 (centres undefined)	3	1	-12	-2	0.8	2	0	3	-2	5
O=C(NCc1ccncc1)C1CCN(S(=O)(=O)c2cc(Cl)ccc2Cl)CC1	1	5	4	20*	0.1	2	-2	4	0	4
O=C(Nc1cccc(C(=O)N2CCN(c3cccc(Cl)c3)CC2)c1)c1ccccc1	1	-69	1	0	-1.9	6	-1	1	-2	-5
O=C(Cc1ccc(Nc2nc(=S)[nH]c3ccccc23)cc1)NC1CCCCC1	6	.	-24	8	2.0	-31	-4	8	0	-35
CC1CCCC(C)N1C(=O)COC(=O)c1ccc(S(=O)(=O)N(C)c2ccccc2)cc1 (centres undefined)	0	-2	-2	-2	-0.1	-1	0	2	-1	0
CCN(Cc1ccccc1)C(c1ccc(Cl)cc1)c1nnnn1C(C)(C)C (centres undefined)	-4	1	9	8	0.1	2	3	-1	-9	0
COc1ccc(Cc2nnc(Nc3ccccc3OC)[nH]c2=O)cc1	-1	1	3	1	-2.3	-5	2	-2	7	0
CC1CCCC(C)N1C(=O)CN1CCN(c2nc(-c3ccc(F)cc3)cs2)CC1 (centres undefined)	0	-4	5	-3	-0.7	2	4	-3	-4	10
COc1cccc(C(=O)Nn2cnnc2)c1OC	-1	4	-10	5	-0.8	-4	0	-1	-6	4
CCN1C(=O)c2cccc3c(S(=O)(=O)Nc4ncccc4C)ccc1c23	-5	3	-5	2	0.3	-4	1	1	2	7
COc1ccc(-c2nc(N)ncc2Oc2ccccc2Br)c(O)c1	-3	-15	7	1	-0.6	0	-4	2	0	-7
COc1ccccc1NC(=O)CSc1nnc(-c2ccccc2)o1	2	-10	-3	-3	0.6	-1	-1	1	-8	2
CCCCNc1c(-c2cc3ccccc3o2)nc2nc(C)cc(C)n12	-3	.	3	1	-2.0	6	2	4	-9	2
CCOC(=O)N1CCN(C(=O)CN(C)S(=O)(=O)c2ccc(Cl)cc2)CC1	5	-2	-18	1	2.3	-11	13	4	2	0
COc1ccc(CNC(=O)C(C)OC(=O)C23CC4CC(CC(O)(C4)C2)C3)cc1 (centres undefined)	-1	4	0	-2	-2.6	-1	3	1	6	4
CCCn1c(C)nc2c(c1=O)c1nc3ccccc3nc1n2CCC1=CCCCC1	0	-29	4	3	7.3	-22	6	-2	-3	-1
Cc1cc(Cl)ccc1OCC(=O)NNC(=O)c1cccnc1	2	0	-3	-2	-1.3	-9	2	3	0	-1

A second format for some results above:
Each structure is followed by: UHRF1 MBD2 ctr	HTRA1 inhibitor	TDP2 absorb	LEDGF integ inh	PG9 binder	ABHD4 inh	DDE Tn7 FP inh	PRMT1 inh	TCR-CD3 inh	SIAE primary
- CC(C)/C(C=O)=C(/NC1CCCCC1)c1ccccc1
    3	-5	3	0	-1.9	5	5	-3	-1	9
- CC(=O)NCCNc1nc(NC(C)C)nc2cc(-c3ccccc3)sc12
    -1	.	0	-2	-3.0	1	3	0	-1	-1
- COCCCn1c(=O)/c(=C\c2ccc(OC(F)F)c(OC)c2)s/c1=C(/C#N)C(=O)NCCOC
    5	0	6	-1	1.7	2	-4	-2	4	1
- O=C(NCCCN=C1NS(=O)(=O)c2ccccc21)c1ccncc1
    -3	2	14	0	-0.5	-2	5	-4	3	-2
- O=C(NCc1ccc(-c2csnn2)cc1)C1CC1
    3	.	1	-10	-0.3	0	-1	6	-11	-4
- CCN(CC(=O)Nc1ccc2c(c1)OCCO2)CC(=O)Nc1ccc2c(c1)OCO2
    1	1	-22	2	-0.5	3	-2	-1	0	-1
- COCCn1nc2cc(C(=O)NCC34CC5CC(CC(C5)C3)C4)ccc2c1OC
    -5	-6	11	3	-0.3	1	-2	-2	5	6
- Cc1nn(C(=O)c2cccc([N+](=O)[O-])c2)c(C)c1Cl
    1	3	6	1	0.2	10	-1	5	6	3
- CCc1ccc(NC(=O)/C(C#N)=C/c2cn(CC(=O)O)c3ccccc23)cc1
    0	-6	0	-2	-1.1	0	-3	1	-7	3
- COc1ccc(NS(=O)(=O)c2ccc3c(c2)OCCO3)cc1OC
    3	-2	-4	-1	3.3	-7	-1	7	-8	2
- COc1ccccc1N(C)S(=O)(=O)c1ccc(C(=O)NC2CCCCC2)cc1
    0	-5	4	0	-2.5	-2	-5	-3	-6	-2
- Cc1nc(/C(N)=N/OC(=O)c2c(-c3ccccc3Cl)noc2C)cs1
    2	-2	-17	-8	0.2	0	2	6	0	-2
- Cc1ccccc1-n1nc2c(c1NC(=O)c1ccco1)CS(=O)(=O)C2
    0	2	4	1	1.0	6	7	0	2	0
- CC1CCCN(S(=O)(=O)CCNC(=O)c2ccc3c(c2)OCO3)C1 (centres undefined)
    3	1	-12	-2	0.8	2	0	3	-2	5
